# Screening results: PubChem BioAssay, several laboratories
# T cell modulator = modulates CD8 T cell binding to vesicles; calls only at 7 µM; 2C CD8+ T cell-vesicle binding, flow cytometry; hits give low values; 330,000 compounds, 0.068% hits; AID 2052;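 active means response, share of CD8 T cells binding vesicles, and their 90th percentile fluorescence all below set limits, cut at about 80% in these data, passing the limit was not always enough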
#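 Benchmarks: naked versus QL9-loaded vesicles / Assay system: purified 2C TCR transgenic mouse naive CD8+ T cells / Technique: high-throughput flow cytometry with anti-B7-1 and anti-CD8 staining / Timing: Cell–vesicle co-incubation 1.5 h at 37 °C, staining 20 min on ice / Read-out: percent CD8+ FL2 mean versus row control / Probe or stimulus: QL9-loaded Drosophila micro-vesicles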
# SV40 large T antigen = SV40 large T antigen inhibitors, biochemical (AID 1903); 310,000 compounds, 0.39% hits; SV40 large T antigen ATPase/helicase inhibition assay; higher % means a stronger effect; inhibition, % at 20 µM, or IC50 in µM where a hit was titrated; in the data active means a potency from the dose series; inconclusive means inhibition mostly from about 32% at the one dose, without a potency; inactive means the rest, 99 in 100 with inhibition below about 32%; further: strong numbers were not always called active
# MgcRacGAP inhibition = MgcRacGAP GTPase-activating activity inhibitors, confirmation, biochemical, ADP Hunter fluorescence; MgcRacGAP-stimulated Rac1 GTP hydrolysis, ADP Hunter fluorescence; higher % means a stronger effect; GST-tagged Rac1 F28L mutant substrate; inhibition, % at 30 µM, or IC50 in µM where a hit was titrated; 340,000 compounds, 0.6% hits; AID 624330;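 active means first-screen hits whose inhibition reached a set limit at any dose in the follow-up dose series; inconclusive means inhibition above the set first-screen limit but never retested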;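 further: fluorescence reports GDP produced by GAP-driven GTP hydrolysis; strong numbers were not always called active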
# West Nile virus CPE = inhibition of WNV-induced cytopathic effect – cell-based, CPE readout (AID 1621); West Nile virus-infected cells, CPE inhibition; higher % means a stronger effect; CPE inhibition, % at 10 µM, or IC50 in µM where a hit was titrated; 290,000 compounds, 0.02% hits; in the data active means a potency from the dose series; inconclusive means CPE inhibition mostly from about 3.7% at the one dose, without a potency; inactive means the rest, 99 in 100 with CPE inhibition below about 2.2%; further: strong numbers were not always called active
# WT yeast gro inh = growth inhibition of WT yeast, mitochondrial fusion screen; inhibition, % at 10 µM; 190,000 compounds, 2.1% hits; AID 1362; mitochondrial fusion phenotypic screen, WT strain; in the data active means inhibition above about 58%; tested in S. cerevisiae
# bCat nuc transl = alters nuclear translocation of beta-catenin in HeLa cells; immunofluorescence imaging; nuclear translocation activity, % at 5 µM; 190,000 compounds, 0.3% hits;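 active means nuclear translocation activity above 50% at 5 µM, with a well cell count of 50 or more; inconclusive means wells under 50 cells across six images, flagged as toxic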;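 further: per-cell ratio of nuclear to cytoplasmic median beta-catenin stain intensity; plate controls were DMSO negative control for no effect and GSK-3 inhibitor IX positive control for full effect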
#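 Technique: fluorescence imaging of beta-catenin antibody stain plus DAPI / Material: human HeLa cell line / Incubation: compound treatment 24 h, 37°C, 5% CO2 / Read-out basis: % activation of per-cell nuclear versus cytoplasmic median beta-catenin signal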
# PhoP inhibition = inhibitors of PhoP regulon expression, primary screen, Salmonella Typhimurium, GFP reporter (AID 1863); 300,000 compounds, 0.16% hits; inhibition, % at 50 µM, or IC50 in µM where a hit was titrated; S. Typhimurium PhoP-regulated promoter GFP reporter, 4 h; higher % means a stronger effect;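 active means inhibition over 29.93%, a cutoff 3 SD above the screen mean, later confirmed by dose response; inconclusive means inhibition over 29.93% but no dose response follow-up; inactive means inhibition at most 29.93% or unconfirmed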;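 further: 0% = low Mg2+ inducing control and 100% = high Mg2+ repressing control; strong numbers were not always called active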
# Myeloid diff MLP = promotes myeloid progenitor differentiation; AID 624256; ER-HoxA9 myeloid progenitors, lysozyme-GFP differentiation, flow cytometry; 360,000 compounds, 1% hits; calls only at 10 µM;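 active means normalized GFP-positive differentiation at or above the plate's own cutoff, the solvent-only control mean plus 3 SD; inconclusive means no clear call, values can overlap the other calls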;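 further: cells exposed to compound for four days before flow analysis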
# RSV antiviral HEp-2 = inhibition of RSV-induced cytopathic effect – HEp-2 cells, primary 10 µM value included (AID 2391); HEp-2 cells, RSV-induced CPE inhibition; higher % means a stronger effect; one-dose CPE inhibition, % at 10 µM; IC50 in µM for titrated hits; 310,000 compounds, 0.13% hits; in the data active means a potency from the dose series; inconclusive means CPE inhibition mostly from about 23% at the one dose, without a potency; inactive means the rest, 99 in 100 with CPE inhibition below about 21%; further: strong numbers were not always called active
# WT yeast gro inh mutant strain = further read-out of WT yeast gro inh, marked with its call; inhibition, %; mitochondrial fusion phenotypic screen, mutant strain inhibition
# bCat nuc transl cell count 5 µM = also measured in bCat nuc transl; calls as there; cell count; measured here: cell count, cytotoxicity flag
# T cell modulator vesicle-bound % = further read-out of T cell modulator, marked with its call; double positive events, %; measured here: CD8+ vesicle-bound cell fraction;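 binding gate set so that unloaded-vesicle control wells show 10% double positive cells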
# Myeloid diff MLP GFP+ MAC1+ % = also measured in Myeloid diff MLP; calls as there; GFP+ MAC1+ double positive, %; measured here: differentiation confirmed by MAC1 staining
# * hit, by the source's call; i = inactive; u = inconclusive; x = not tested or not shown; + = active, no number.
Compound	T cell modulator	T cell modulator vesicle-bound %	SV40 large T antigen	MgcRacGAP inhibition	West Nile virus CPE	WT yeast gro inh	WT yeast gro inh mutant strain	bCat nuc transl	bCat nuc transl cell count 5 µM	PhoP inhibition	Myeloid diff MLP	Myeloid diff MLP GFP+ MAC1+ %	RSV antiviral HEp-2
CCCCCC(C)NC(=O)c1cc(S(=O)(=O)N2CCCCC2)ccc1N1CCOCC1 (centres undefined)	i	4	x	3%	x	x	x	x	x	x	i	0.3	-0.2%
CC(C)[C@H](CO)N(Cc1cccc(F)c1)c1nc(Nc2cccc(Cl)c2)c2ncn(C(C)C)c2n1	i	25	12%	6%	0.1%	x	x	0.8	1322	-4%	i	2.0	21%
COC(=O)c1c(NC(=O)CC2SCC(C(=O)OC)NC2=O)sc2c1CCCC2 (centres undefined)	i	51	-5%	3%	0.0%	-1	-16	0.6	1121	1%	i	0.8	-0.6%
Nc1ncc(-c2nnnn2-c2ccc(Cl)cc2)c(-c2ccc(Cl)cc2)n1	i	12	-3%	5%	2.0%	-4	-17	18	1064	-4%	u	x	-0.5%
Cc1cc2c(cc1S(=O)(=O)NCc1ccccc1)OCC(=O)N2	i	4	19%	-1%	-0.6%	x	x	x	x	x	i	1.6	0.5%
O=C(CCS(=O)(=O)Cc1ccccc1F)NCc1ccccc1Cl	i	55	13%	10%	-0.3%	-12	-16	-4.2	1043	2%	i	0.6	1.4%
CCN(CC)C(=O)CC1(c2ccccc2OC)CCOC(C(C)C)C1 (centres undefined)	i	20	-7%	6%	-1.5%	-5	-63	x	x	-7%	i	2.5	0.4%
COc1cc2c(=O)n(CCC(=O)NCC3CCCO3)c(=O)n(CC(=O)Nc3ccc(C)cc3C)c2cc1OC (centres undefined)	i	29	10%	3%	-0.1%	x	x	x	x	-3%	i	0.7	2.0%
COc1ccc(C2=NN(C(=O)CCC(=O)O)C(c3ccccc3OC)C2)cc1 (centres undefined)	i	57	6%	0%	-0.4%	x	x	x	x	-4%	i	0.4	0.0%
CCCN(C1CCS(=O)(=O)C1)S(=O)(=O)c1ccc(F)cc1 (centres undefined)	i	41	9%	4%	x	x	x	x	x	-4%	i	0.5	-2.1%
COC(=O)c1[nH]c2cccc(OC)c2c1NC(=O)CCN1CCC(C(N)=O)CC1	i	25	9%	x	0.1%	1	-8	-2.7	824	-4%	x	x	0.1%
CS(=O)(=O)Nc1ccc(C(=O)NC2CCCCC2)cc1	i	59	7%	10%	1.1%	1	-2	-3.9	1068	-6%	i	0.3	0.8%
CC(C)C(c1nnnn1Cc1cccs1)N1CCN(C(=O)c2ccco2)CC1 (centres undefined)	i	50	12%	8%	-1.0%	-14	12	1.4	1463	4%	i	0.6	1.2%
CC1SC(=NC(=O)C(C)N2C(=O)c3ccccc3C2=O)NC1=O (centres undefined)	i	26	4%	11%	-0.1%	3	-9	-2.6	1141	-5%	i	0.9	2.3%
CCNC(=S)/N=C(/Nc1ccccc1)Nc1nc(C)cc(C)n1	i	18	9%	x	0.4%	x	x	1.7	1214	-14%	i	0.6	9.7%
CCCOc1ccccc1C(=O)N(Cc1cccc(Br)c1)C1CCS(=O)(=O)C1 (centres undefined)	i	22	25%	12%	-0.4%	x	x	x	x	-6%	i	1.6	-0.5%
CCOC(=O)C1=C(C)NC(=O)NC1C(C)C (centres undefined)	i	50	2%	7%	0.6%	x	x	x	x	x	i	0.9	1.7%
O=C(N/C(=C/c1ccc(Br)cc1)C(=O)N1CCCCC1)c1ccccc1F	i	23	17%	9%	-1.4%	x	x	x	x	-3%	i	1.0	1.3%
COc1ccc(CCNS(=O)(=O)c2cn(C)cn2)cc1OC	i	13	10%	12%	0.1%	x	x	x	x	-7%	+	7.0*	0.5%
CC(=O)C1=C(c2ccccc2)NC(=O)NC1c1ccccc1 (centres undefined)	i	62	6%	8%	0.2%	x	x	x	x	-5%	i	0.6	1.1%

Compound	T cell modulator	T cell modulator vesicle-bound %	SV40 large T antigen	MgcRacGAP inhibition	West Nile virus CPE	WT yeast gro inh	WT yeast gro inh mutant strain	bCat nuc transl	bCat nuc transl cell count 5 µM	PhoP inhibition	Myeloid diff MLP	Myeloid diff MLP GFP+ MAC1+ %	RSV antiviral HEp-2
COC(=O)c1ccc(C)c(NS(=O)(=O)c2ccc(OC)cc2)c1	i	4	12%	2%	-0.2%	16	0	x	x	-8%	i	7.7	7.7%
COC(CN1CCc2c(C)nc3c(C#N)cnn3c21)OC	i	32	-1%	0%	-0.3%	-9	-4	-2.3	1084	8%	i	0.7	2.2%
Fc1ccc(C2CCCCN2Cc2nc(CC3CC3)no2)cc1 (centres undefined)	i	50	2%	8%	-1.4%	18	15	1.8	1011	-4%	i	0.3	-0.3%
CC(C)c1nccn1S(=O)(=O)c1cccc([N+](=O)[O-])c1	i	44	-9%	6%	-0.8%	-25	-7	1.9	1067	18%	i	0.1	0.5%
CC1(C)Cc2ccccc2-c2nnc(-c3cccnc3)n21	i	11	2%	7%	x	-9	-13	-2.0	948	-4%	i	0.4	1.1%
COC(=O)c1[nH]c2ccccc2c1NC(=O)CN1CCCc2ccccc21	i	23	7%	8%	0.1%	1	11	0.7	1158	-4%	i	1.5	13%
CCn1nc(C(=O)Nc2ccc(N3CCOCC3)cc2)c2ccccc2c1=O	i	50	x	4%	x	x	x	x	x	x	i	0.1	-0.5%
Cc1cc(N(CC(=O)NC2CC2)S(C)(=O)=O)ccc1Br	i	27	18%	0%	-0.3%	-3	-3	2.9	472	8%	i	0.6	-0.1%
COc1ccc(OC)c2sc(NC(=O)c3ccc(Cl)s3)nc12	i	16	3%	12%	-0.1%	22	11	x	x	5%	i	0.7	0.5%
CCCN(CC(=O)Nc1ccc(F)c(F)c1F)CC(=O)Nc1c(Cl)cccc1Cl	i	48	3%	9%	-1.7%	-2	-11	-0.1	980	-4%	i	0.9	2.5%
S=C(Nc1ccc(N2CCOCC2)cc1)Nc1ccc2snnc2c1	i	53	13%	28%	-0.7%	6	16	0.7	1062	8%	i	0.7	21%
Cc1csc(Nc2ccc(Cl)cc2)[n+]1-c1ccc(Cl)cc1	i	56	1%	-7%	-1.2%	78*	70*	2.2	1030	6%	i	0.2	-2.4%
COc1cccc(OCC(O)CNC2CCCC2)c1 (centres undefined)	i	33	9%	-1%	-0.5%	x	x	x	x	-1%	i	0.3	0.9%
Nc1ccc(C(=O)NCC(=O)O)cc1	i	66	27%	-9%	x	x	x	x	x	-7%	+	41*	2.6%
CCCc1nc(SCC(=O)N2CCc3ccccc32)c2c(C)c(C)sc2n1	i	41	-3%	x	x	5	14	x	x	-10%	x	x	0.4%
C#CCCOC(=O)N1C2=NC(C(=O)OC)=C(C(=O)OC)[C@@H]3N(C)c4ccccc4[C@]23C[C@H]1CO	i	16	7%	12%	-0.4%	x	x	x	x	7%	i	0.3	-0.1%
O=C(CN1CCN(C(=O)C2CCCO2)CC1)Nc1ccc(F)cc1 (centres undefined)	i	42	25%	7%	-0.1%	x	x	x	x	1%	i	1.1	0.7%
Cc1ccc(Nc2ccc(C(=O)O)cc2[N+](=O)[O-])cc1	i	18	8%	-2%	0.1%	x	x	x	x	5%	i	0.2	4.5%
COc1ccc(C(=O)C2CCN(C(=O)c3ccc(C)cc3)CC2)cc1	i	53	29%	2%	-1.3%	3	-9	-2.6	1382	-14%	i	1.5	7.2%
[O-][n+]1onc2c1CCc1[nH]c(-c3ccccc3)nc1-2	i	35	19%	11%	-0.4%	-28	-3	-0.4	1028	-4%	i	1.3	-0.9%

Compound	T cell modulator	T cell modulator vesicle-bound %	SV40 large T antigen	MgcRacGAP inhibition	West Nile virus CPE	WT yeast gro inh	WT yeast gro inh mutant strain	bCat nuc transl	bCat nuc transl cell count 5 µM	PhoP inhibition	Myeloid diff MLP	Myeloid diff MLP GFP+ MAC1+ %	RSV antiviral HEp-2
Nc1c(C(=O)Nc2ccccc2)sc2ncc([N+](=O)[O-])cc12	i	27	10%	x	0.1%	x	x	1.9	1262	-5%	i	0.5	18%
O=C(O)c1ccc(Nc2nc(-c3cccnc3)cs2)cc1O	i	40	4%	-4%	-0.2%	x	x	x	x	10%	i	0.2	-0.8%
Cc1cccc(-n2nnnc2SCC(=O)N(CC(C)C)c2c(N)n(CC(C)C)c(=O)[nH]c2=O)c1	i	62	0%	14%	1.9%	-14	-6	-3.7	1069	7%	i	0.6	-0.5%
CCNC(=O)c1sc2cc(C)ccc2c1Cl	i	25	8%	16%	-0.1%	7	-10	0.0	1103	-10%	i	0.3	4.6%
COc1ccc2c3n([n+]([O-])c2c1)CCN=C3c1ccc(C)cc1	i	13	9%	9%	x	x	x	x	x	-2%	i	1.5	1.2%
COC(=O)CSc1nc2nc(C)c(Br)cc2[nH]1	i	20	5%	14%	1.3%	14	7	-2.8	1182	-1%	i	2.7	6.6%
Cn1c(COc2ccc(Cl)cc2)nnc1SCC(=O)NC1CCCCC1	i	52	x	2%	0.7%	x	x	x	x	x	i	4.6	0.3%
N#Cc1c(N)c(C(=O)c2ccccc2)n2c1CCC2	i	24	14%	0%	-0.6%	-10	2	-1.6	1000	-6%	x	x	1.0%
O=C(CN1CCN(S(=O)(=O)c2ccccc2)CC1)Nc1ccccc1Cl	i	36	7%	5%	-0.6%	x	x	x	x	-1%	u	x	1.9%
CCOC(=O)C1C(=O)NC(c2ccccc2)=NC1c1cccc(Br)c1 (centres undefined)	i	60	1%	10%	-0.5%	0	-3	-3.6	1068	7%	i	0.2	1.2%
O=C(Nc1cccc(C(F)(F)F)c1)c1cc(-c2cccs2)on1	i	40	-4%	6%	-0.5%	-1	-11	-1.8	1395	-2%	i	3.2	x
COc1ccc(CCNC(=O)C23CCC(C)(C(=O)C2Br)C3(C)C)cc1OC (centres undefined)	i	8	-6%	15%	0.2%	x	x	-0.9	1262	-6%	i	0.4	0.9%
O=C(NCCCN1CCCC1=O)c1c(O)nc2sccn2c1=O	i	31	10%	6%	x	x	x	x	x	-6%	i	0.2	-0.6%
